DNA Pol III inh: blocks replication by bacterial DNA polymerase III holoenzyme; 71,000 tested, 0.25% active; reconstituted DNA polymerase III holoenzyme replication, biochemical; Potency, µM (top dose mostly 57.1 µM), for the others: at the top dose activity change, negative = inhibition; also: potency is read from the fitted curve at half-maximal effect; % is scaled to controls: 0 for no effect and ±100 for the full control effect
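Reconstituted *E. coli* holoenzyme (0.35 nM Pol III, 1 nM beta, 154 nM SSB, 2 nM primase) was preincubated with compound for 15 min at RT. Synthesis on 1.4 nM ssM13Gori ran 35 min, then was stopped with PicoGreen/EDTA and read as dsDNA fluorescence.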
GFP derepression: epigenetic GFP locus derepression in mouse cells | 68,000 tested, 0.09% active | AID 597 | mouse C127i GFP locus derepression, cytometry, 30 h | Potency, µM (titrated, usually from 46.1 µM), without a hit: at the highest dose GFP derepression (activation); also: % of control where 0% means no effect
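Read-out is the number of GFP-positive cells, scored as fluorescent objects 20 to 120 um wide, reflecting derepression of a silenced CMV-GFP reporter in murine C127i cells after 30 h compound exposure at 37 C.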
Hsp90 Hop PPI: changes Hsp90-Hop TPR2A binding signal, up or down. AlphaScreen TPR2A-His6 binding biotin-Hsp90 C-terminal peptide. Potency, µM (series often up to 57 µM), without a hit: top-dose activity change, negative = inhibition. 71,000 tested, 0.44% active. AID 595; active = well fitted curve in either direction with a large enough effect; inconclusive = small, poorly fitted or top-dose-only effect, or another doubt; also: potency is read from the fitted curve at half-maximal effect; % is scaled to controls: 0 for no effect and ±100 for the full control effect; many of its hits are not listed in these tables
BRCT inh red: disrupts BRCA1 BRCT binding to phosphoprotein, red fluorophore readout. P38398. BRCT-phosphopeptide binding, red fluorescence polarization. Potency, µM (top dose mostly 76.9 µM), without a hit: at the top dose activity change, negative = inhibition, hits mostly inhibitors. 75,000 tested, 0.03% active. AID 892; also: % is scaled to controls: 0 for no effect and ±100 for the full control effect
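Rhodamine-labelled pBACH1 10-mer (100 nM) bound to BRCT domain (100 nM) at pH 7.3; compounds incubated 12 min room temperature, polarization read. Free peptide defines full inhibition; unlabelled decapeptide titrated as control.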
BRCT inh green: inhibitors of human BRCA1 BRCT-phosphoprotein interaction (green fluorophore). P38398. BRCA1 BRCT-phosphopeptide binding, green fluorescence polarization. Potency, µM (highest dose often 76.9 µM), for the others: at the top dose activity change, negative = inhibition, usual class: inhibitors. 75,000 tested, 0.05% active. AID 875;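 also: potency is read from the fitted curve at half-maximal effect; plate controls were peptide without protein for full effect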
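Fluorescence polarization: His-tagged BRCT (~35 kDa BRCA1 C-terminus, 250 nM) bound to 100 nM fluorescein-labeled phosphorylated 10-aa BACH1 peptide, pH 7.3 phosphate buffer with DTT and Tween 20. Compounds incubated 12 min at room temperature; inhibition read as lowered polarization.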
Ub-GFP proteasome: inhibits proteasome, raising ubiquitin-GFP reporter fluorescence; Ubiquitin-GFP reporter cells, proteasome inhibition, GFP fluorescence; response scale: untreated = 0%, 10 µM MG-132 = 100%; Potency, µM (series often up to 45.9 µM), inactives show top-dose activation (GFP accumulation), usual class: activators; 67,000 tested, under 10 active; active = well fitted activation curve with a large enough effect, not every such curve was filed as active; inconclusive = small, poorly fitted or top-dose-only effect, or another doubt; inactive = no such curve, though single readings can be large or run the other way; also: potency is read from the fitted curve at half-maximal effect
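Reporter cells (U2OS, ubiquitin-G76V-GFP fusion) are plated overnight, then treated 4 hr at 37 °C with compound titrations from 46 uM down to 2.9 nM. Activity is scaled against untreated cells and 10 uM MG-132.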
USP2a inh: USP2a (human) protease inhibition; USP2a enzymatic assay, qHTS inhibition; Potency, µM (doses to about 38.3 µM), for inactives: top-dose activity change, negative = inhibition, actives largely listed as inhibitors; 60,000 tested, 0.1% active; O75604; AID 927;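 also: potency is read from the fitted curve at half-maximal effect; nearly all actives have a fitted effect of over 60% in size; plate controls were DMSO for no effect and NEM full inhibition control for full effect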
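Inhibition is measured in a cell-free coupled assay with 20 nM USP2 core, 20 nM Ub-PLA2 and 20 uM NBD C6-HPC, 2.5 h incubation. Activity normalized to NEM control.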
HADH2 inhib: inhibitors of human HADH2 dehydrogenase. 73,000 tested, 3.4% active. AID 886. recombinant HADH2, NADH fluorescence, beta-hydroxybutyryl-CoA. Q99714. Potency, µM (doses to about 57.1 µM), inactives show at the top dose activity change, negative = inhibition, usual class: inhibitors; also: potency is read from the fitted curve at half-maximal effect; % is scaled to controls: 0 for no effect and ±100 for the full control effect; nearly all actives have a fitted effect of over 60% in size; many of its hits are not listed in these tables
Target sequence (Q99714 whole entry, looked up, one chain of several): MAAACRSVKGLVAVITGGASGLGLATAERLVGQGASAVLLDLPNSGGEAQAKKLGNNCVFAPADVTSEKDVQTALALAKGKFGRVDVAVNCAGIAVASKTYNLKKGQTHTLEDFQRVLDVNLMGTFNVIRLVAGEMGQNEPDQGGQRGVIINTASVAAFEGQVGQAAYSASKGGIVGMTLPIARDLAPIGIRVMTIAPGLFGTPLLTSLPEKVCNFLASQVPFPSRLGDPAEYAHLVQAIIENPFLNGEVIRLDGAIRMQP
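NADH fluorescence (ex 360/em 450 nm) read every 30 s for 4 min; activity taken as last-minus-first time point difference. Enzyme 20 nM, NAD+ 1 mM, beta-hydroxybutyryl-CoA 90 uM, pH 9.0 Tris buffer.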
15-hLO inh: inhibitors of human 15-lipoxygenase (ALOX15). purified 15hLO-1, xylenol orange hydroperoxide absorbance. Potency, µM (doses to about 57.1 µM), inactives show top-dose activity change, negative = inhibition, hits mostly inhibitors. 74,000 tested, 1.4% active; also: potency is read from the fitted curve at half-maximal effect; % is scaled to controls: 0 for no effect and ±100 for the full control effect; nearly all actives have a fitted effect of over 55% in size
Target sequence (P16050 whole entry, looked up): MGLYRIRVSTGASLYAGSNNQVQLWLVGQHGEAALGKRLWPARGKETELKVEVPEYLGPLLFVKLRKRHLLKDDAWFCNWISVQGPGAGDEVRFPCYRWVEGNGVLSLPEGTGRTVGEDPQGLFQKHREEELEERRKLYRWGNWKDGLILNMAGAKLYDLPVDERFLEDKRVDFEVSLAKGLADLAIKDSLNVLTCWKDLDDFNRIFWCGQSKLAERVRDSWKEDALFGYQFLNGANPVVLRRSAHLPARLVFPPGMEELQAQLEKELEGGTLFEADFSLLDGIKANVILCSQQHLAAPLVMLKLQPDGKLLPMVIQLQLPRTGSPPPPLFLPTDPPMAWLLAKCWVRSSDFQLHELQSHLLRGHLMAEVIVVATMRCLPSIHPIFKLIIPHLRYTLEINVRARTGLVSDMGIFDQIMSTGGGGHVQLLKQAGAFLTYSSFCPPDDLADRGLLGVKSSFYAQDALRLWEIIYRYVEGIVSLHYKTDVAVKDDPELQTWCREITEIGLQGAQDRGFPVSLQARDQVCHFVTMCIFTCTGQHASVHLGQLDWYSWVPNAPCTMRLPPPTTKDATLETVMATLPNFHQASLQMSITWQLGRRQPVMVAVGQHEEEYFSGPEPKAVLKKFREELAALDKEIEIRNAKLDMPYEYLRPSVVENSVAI
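Purified human 15hLO-1 (40 nM) in 25 mM Hepes pH 7.5, 0.01% Triton X-100, preincubated 15 min RT with compound, then 50 uM arachidonic acid for 6 min. Hydroperoxide read by ferrous/xylenol orange, 30 min; 573/405 nm absorbance ratio gave progress.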
HBB splicing: modulators of hemoglobin beta chain splicing; Potency, µM (series often up to 46.1 µM), inactives show top-dose activation, usual class: activators; 65,000 tested, 0.06% active; AID 925; HBB splicing reporter cell assay, activation; EGFP reporter with mutant IVS2-654 intron; response scale: normalised to 500 nM splice-correcting PNA; also: potency is read from the fitted curve at half-maximal effect; 0% is about no effect
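HeLa cells stably expressing EGFP interrupted by mutant beta-globin intron 2 (IVS2-654), 500/well in 2% FCS. Treated with compound for 2 days at 37C. Splicing correction scored as total well GFP intensity (488 nm excitation, 500-520 nm emission); 500 nM antisense PNA served as control.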
CRE-bla Fsk: alters forskolin-stimulated CRE reporter signaling in CHO cells; AID 662; Potency, µM (doses to about 38.2 µM), for inactives: top-dose activity change, negative = inhibition, most hits filed as activators; 71,000 tested, 2.5% active; CHO CRE-bla reporter (cAMP response element driving beta-lactamase), forskolin EC10, beta-lactamase ratio; active = well fitted activation curve with a large enough effect in the signal ratio, with a control signal flat, not every such curve was filed as active; inconclusive = small, poorly fitted or top-dose-only effect, or effect the other way, or a change in a side signal; the % refers to the signal ratio; also: potency is read from the fitted curve at half-maximal effect; % of control where 0% means no effect
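Beta-lactamase reporter under a cAMP responsive element in CHO cells; compounds tested in titration series against EC10 NKH 477, 3 h at 37 °C. Read-out: CCF4 FRET ratio 460nm/530nm (excitation 405nm) giving %Activity, fitted to AC50.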
The depositor's hits bear a star; i = inactive; ? = inconclusive; nt = no result given; [ ] = dose if it differs, or a comment. Unless noted, calls follow the shape of the dose curve; as a rule, active = well fitted curve in the direction sought with a large enough effect; inconclusive = small, poorly fitted or top-dose-only effect, or another doubt; inactive = no such curve, though single readings can be large; an effect the other way counts as inactive or inconclusive. Some of the compounds tested, so the mix of outcomes need not match the whole.

SMILES	DNA Pol III inh	GFP derepression	Hsp90 Hop PPI	BRCT inh red	BRCT inh green	Ub-GFP proteasome	USP2a inh	HADH2 inhib	15-hLO inh	HBB splicing	CRE-bla Fsk
COc1ccc(C(c2nnnn2Cc2cccs2)N2CCN(c3ccccc3F)CC2)cc1OC (configuration not stated)	-2%	1%	-4%	-1.1%	1.0%	-5%	16%	10%	-18%	4.4%	-18%
Clc1ccc(C2CC(c3ccco3)n3ncnc3N2)cc1Cl (configuration not stated)	-4%	1%	-14%	-0.8%	-4.0%	-3%	28%	-19%	0%	-1.7%	-18%
CCCNC(=O)c1cc(SC)ccc1Cl	-2%	0%	-2%	-0.5%	-4.9%	0%	-3%	38%[activator]	11%	0.4%	-2%
CCc1nnc(NC(=O)CSc2nnc(Cc3ccccc3)o2)s1	0%	1%	0%	-1.3%	-1.7%	-3%	-2%	-8%	3%	-0.7%	9%
CCOC(=O)N1CCC(Nc2ncnc3c2cnn3-c2ccccc2)CC1	1%	0%	-1%	-1.3%	0.6%	8%	19%	-11%	3%	-1.3%	10%
CC1CC(C)CN(CCCNC(=O)COc2cc(=O)n(C)c3ccccc23)C1 (configuration not stated)	-5%	-1%	0%	-1.3%	-1.5%	-8%	-4%	4%	5%	-0.1%	-3%
CC1(C)C(c2ccccc2)=NC(c2ccc(F)cc2)N1O (configuration not stated)	-4%	-1%	10%	1.1%	-5.5%	16%	-4%	2%	-6%	-0.9%	?
CCOCCCN1C(=O)CN(C2CCCCCC2)C(=O)C1c1ccc(OC)cc1 (configuration not stated)	-12%	-3%	-3%	1.4%	-2.1%	-6%	8%	6%	4%	0.8%	?
COc1ccc(C(C#N)N2CCCCC2)cc1OC (configuration not stated)	1%	3%	-3%	-1.3%	-0.9%	-3%	-9%	-6%	-6%	-0.6%[57.5 µM]	4%
O=S(=O)(c1ccc(-c2ccccc2)cc1)N1CCOCC1	2%	-3%	-3%	-0.5%	-0.2%	-5%	20%	9%	8%	-0.9%	-1%
O=C(NCC1CCCO1)NC12CC3CC(CC(C3)C1)C2 (configuration not stated)	-6%	5%	-3%	0.5%	-1.9%	-3%	-1%	7%	1%	-3.7%	14%
O=C(Cc1cccs1)Nc1cccc(C(=O)Nc2ccco2)c1	3%	3%	-3%	0.0%	0.7%	-4%	9%	3%	1%	-0.4%	-19%

5 entries out of the list, arranged by number of heavy atoms, smallest number first:
SMILES	DNA Pol III inh	GFP derepression	Hsp90 Hop PPI	BRCT inh red	BRCT inh green	Ub-GFP proteasome	USP2a inh	HADH2 inhib	15-hLO inh	HBB splicing	CRE-bla Fsk
CC1(C)C(c2ccccc2)=NC(c2ccc(F)cc2)N1O (configuration not stated)	-4%	-1%	10%	1.1%	-5.5%	16%	-4%	2%	-6%	-0.9%	?
CCc1nnc(NC(=O)CSc2nnc(Cc3ccccc3)o2)s1	0%	1%	0%	-1.3%	-1.7%	-3%	-2%	-8%	3%	-0.7%	9%
CCOC(=O)N1CCC(Nc2ncnc3c2cnn3-c2ccccc2)CC1	1%	0%	-1%	-1.3%	0.6%	8%	19%	-11%	3%	-1.3%	10%
CC1CC(C)CN(CCCNC(=O)COc2cc(=O)n(C)c3ccccc23)C1 (configuration not stated)	-5%	-1%	0%	-1.3%	-1.5%	-8%	-4%	4%	5%	-0.1%	-3%
CCOCCCN1C(=O)CN(C2CCCCCC2)C(=O)C1c1ccc(OC)cc1 (configuration not stated)	-12%	-3%	-3%	1.4%	-2.1%	-6%	8%	6%	4%	0.8%	?

New compounds follow
SMILES	DNA Pol III inh	GFP derepression	Hsp90 Hop PPI	BRCT inh red	BRCT inh green	Ub-GFP proteasome	USP2a inh	HADH2 inhib	15-hLO inh	HBB splicing	CRE-bla Fsk
CCN(C(=O)N(CC)c1ccccc1)c1ccccc1	-2%	nt	-4%	-0.5%	0.2%	nt	nt	-4%	5%	1.9%	-1%
CCOc1ccc(C2C=C(c3ccc(F)cc3)Nc3ncnn32)cc1 (configuration not stated)	2%	3%	0%	-0.2%	-1.1%	-9%	19%	4µM*	-13%	0.2%	?
Cc1ccc(-c2cc(-c3ccccc3Cl)c(C#N)c(N)n2)o1	-4%	0%	-8%	0.4%	1.4%	7%	40%[activator]	i	7.9µM*	1.0%	?
CC(C(=O)N=c1sc2ccccc2n1C)N1C(=O)C2CC=CCC2C1=O (configuration not stated)	-2%	3%	3%	-2.1%	-0.1%	-2%	13%	-1%	7%	-0.1%[57.5 µM]	-9%
Cc1ccc(NC(=O)c2cc(-c3cccc(O)c3)on2)cc1C	4%	-2%	-7%	-1.2%	-1.8%	-14%	nt	-3%	-3%	-0.4%	?
Cc1ccc(S(=O)(=O)NC(CC(=O)O)c2ccccc2)cc1 (configuration not stated)	1%	0%	-7%	-2.2%	0.9%	-2%	26%	8%	6%	-1.0%	1.3µM*
O=c1oc2ccccc2n1CCCOc1ccccc1	1%	-4%	17%	-2.0%	0.5%	16%	nt	-15%	-1%	-0.8%	-1%
COCCNC(=O)C(c1cccs1)N(CCc1ccccc1)C(=O)Cn1nnc2ccccc21 (configuration not stated)	0%	-1%	0%	-0.2%	2.2%	3%	30%	1%	1%	-1.0%	10%
CCCCCCC[N+](CC)(CC)CCCCc1ccc(Cl)cc1	-5%[25.6 µM]	-1%[20.6 µM]	-5%[26 µM]	-1.3%[34.4 µM]	0.6%[34.4 µM]	-8%[20.5 µM]	10%[17.1 µM]	9%[25.6 µM]	7%[25.6 µM]	-2.3%[20.6 µM]	5%[17.1 µM]
COCCN(CC(=O)NCc1ccc(OC)cc1)C(=O)CCC(=O)Nc1nccs1	-3%	0%	0%	-1.1%	-3.9%	0%	-1%	3%	2%	nt	0%
NC[C@H](O)C1CCCCCCC1	-5%	-1%	2%	-2.3%	-2.6%	3%	-1%	-3%	4%	-0.8%	1%
Cc1ccc(-c2nnn(CC(=O)N(CC(=O)NC3CCCC3)c3cnc4ccccc4c3)n2)o1	-6%	-1%	-3%	-3.1%	3.3%	-3%	24%	9%	-21%	-8.3%	-14%
CCOC(=O)C1CCN(C(=O)CSc2cc(=O)n(CC)c3ccccc23)CC1	1%	-2%	-5%	-5.6%	-0.6%	10%	0%	-18%	3%	3.2%	?
CC(NC(=O)c1ccco1)C(c1cccs1)N1CCN(c2ccccc2F)CC1 (configuration not stated)	-2%	1%	-1%	-2.3%	0.6%	-5%	17%	1%	-7%	-6.6%	?
CCCCCOc1ccc(C(=O)NC(C(=O)O)C(C)C)cc1 (configuration not stated)	-4%	3%	-4%	-0.6%	-0.3%	-2%	-4%	-5%	3%	nt	-5%
CCOC(=O)c1ccc(Cn2cnc3ccccc3c2=O)cc1	-5%	-3%	-3%	0.8%	0.6%	-3%	8%	13%	8%	-0.8%	?
Cc1cc(C)c(C#N)c(N2CCCC(C(N)=O)C2)n1 (configuration not stated)	-3%	0%	0%	1.1%	2.1%	-4%	-14%	-7%	5%	-0.2%[57.5 µM]	7%
O=C(Nc1ccccc1C(=O)NCc1ccc(Cl)cc1)c1ccco1	-3%	2%	2%	0.2%	-7.2%	-1%	8%	6%	0%	-0.9%	-2%
Cc1nn(CC(C)C)c(=S)[nH]c1=O	5%	2%	-1%	-0.1%	-0.7%	1%	-3%	6%	8%	-1.0%	2%
CC(C)C(=O)Nc1cccc(C(=O)NCc2ccc3c(c2)OCO3)c1	2%	-3%	1%	0.8%	0.4%	-5%	15%	?	-3%	-0.7%	?
COc1cc(CN2CCN(S(=O)(=O)c3ccc(F)cc3)CC2)cc(OC)c1OC	-1%	0%	-2%	-0.8%	-1.6%	1%	-6%	-10%	-12%	nt	2%
COc1ccc(COC(=O)N/N=C2/C[C@@H](O)[C@@H](O)[C@@H]3[C@@H]4C(=O)N(C(C)(C)C)C(=O)[C@H]4CC[C@@H]23)cc1	nt	nt	nt	-1.8%[15.4 µM]	-0.7%[15.4 µM]	nt	nt	-2%[11.4 µM]	9%[11.4 µM]	1.9%[9.22 µM]	nt

Screening data deposited in PubChem BioAssay by National Center for Advancing Translational Sciences (NCATS).
